Kir21 block: Kir2.1 (mouse) channel inhibition; P35561; HEK293-Kir2.1, FluxOR thallium flux fluorescence; active compounds read low; B-score at 10 µM; 310,000 compounds, 0.85% hits;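 active = fluorescence ratio B-score at or below minus 3 SD of library scores, with starting-brightness B-score within 2 SD, cut at about -4.2 in these data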;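 also: channel flux triggered by added potassium and thallium sulfate stimulus; B-score of peak minus minimum fluorescence over baseline after thallium stimulus; more negative B-score means stronger Kir2.1 block with less thallium influx; some compounds called inactive have numbers as strong as hits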
Target sequence (P35561 whole entry, looked up): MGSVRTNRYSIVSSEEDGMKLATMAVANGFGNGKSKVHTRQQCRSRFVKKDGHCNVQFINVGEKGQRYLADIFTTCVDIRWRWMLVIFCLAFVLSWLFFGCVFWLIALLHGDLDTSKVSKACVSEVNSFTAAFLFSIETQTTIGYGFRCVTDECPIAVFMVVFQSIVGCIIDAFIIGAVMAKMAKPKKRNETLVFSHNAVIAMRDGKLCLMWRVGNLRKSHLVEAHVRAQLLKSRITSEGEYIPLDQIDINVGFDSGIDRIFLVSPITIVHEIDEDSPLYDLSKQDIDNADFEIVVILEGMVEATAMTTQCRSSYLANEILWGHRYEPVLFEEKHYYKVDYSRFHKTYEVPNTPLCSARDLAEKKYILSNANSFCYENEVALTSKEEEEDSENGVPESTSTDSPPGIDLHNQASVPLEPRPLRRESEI
CHT block: inhibits the human high affinity choline transporter | Q9GZV3 | CHT-expressing cells, membrane potential dye, choline response; active compounds read low | B-score at 10 µM | 310,000 compounds, 0.86% hits | AID 488975;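 active = B-score over 3 SD under the library average, and starting fluorescence ratio not unusually high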;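 also: choline stimulus applied at its EC90 after an EC20 pre-addition; B-score computed on integrated fluorescence ratio after choline addition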
Target sequence (Q9GZV3 whole entry, looked up): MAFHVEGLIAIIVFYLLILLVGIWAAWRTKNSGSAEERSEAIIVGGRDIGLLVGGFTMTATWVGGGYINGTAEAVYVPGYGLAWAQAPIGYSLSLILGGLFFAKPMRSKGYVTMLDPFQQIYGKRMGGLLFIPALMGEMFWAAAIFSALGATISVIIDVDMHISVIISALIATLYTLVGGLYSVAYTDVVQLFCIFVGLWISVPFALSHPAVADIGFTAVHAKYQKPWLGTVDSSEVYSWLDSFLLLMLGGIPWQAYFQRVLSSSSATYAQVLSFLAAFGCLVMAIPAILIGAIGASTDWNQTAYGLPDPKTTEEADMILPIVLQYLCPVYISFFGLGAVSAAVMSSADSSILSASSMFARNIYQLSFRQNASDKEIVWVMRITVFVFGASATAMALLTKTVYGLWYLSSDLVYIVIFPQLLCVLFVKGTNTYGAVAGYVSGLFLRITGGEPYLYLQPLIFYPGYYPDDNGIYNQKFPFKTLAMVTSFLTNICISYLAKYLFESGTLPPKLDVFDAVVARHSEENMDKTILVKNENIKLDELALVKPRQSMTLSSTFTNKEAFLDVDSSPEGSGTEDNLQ
An asterisk follows results filed as active; i = inactive; · = not tested or not shown.

SMILES	Kir21 block	CHT block
COc1ccc(S(=O)(=O)N2CCCCCC2)cc1C(=O)OCc1c(C)noc1C	·	i
COC(=O)c1ccc(NC(=O)CSc2nncn2C)cc1	-1.84	i
O=C(CN1CCCC1)Nc1c(Cl)cccc1Cl	0.21	i
Cc1cccc(C2c3[nH]c4ccccc4c3CCN2C(=O)Cc2nc(-c3ccccc3)n[nH]2)n1 (stereo not given)	0.15	i
Cc1ccc(CN2C(=O)NC(Cc3c[nH]c4ccccc34)C2=O)cc1 (stereo not given)	-4.34*	i
CCC(C)NS(=O)(=O)c1ccc(OCC(=O)NCc2ccc3c(c2)OCO3)cc1 (stereo not given)	-0.19	i
CC(C)c1nnc(NC(=O)COc2ccccc2[N+](=O)[O-])s1	1.4	i
COc1ccc(CCN2CC(C(=O)N3CCCCCC3)CCC2=O)cc1 (stereo not given)	0.93	i
Cc1cc(OCC(=O)NCC2CCC(C(=O)O)CC2)c2c(C)c(Cc3ccccc3)c(=O)oc2c1 (stereo not given)	1.81	i
O=C(NCC1CCOCC1)c1cc(COc2ccc(F)cc2F)on1	0.71	i
COCCn1c(SCC(=O)N2CCCC2)nnc1C(C)C	0.29	i
CCc1ccc(/C=N/NC(=O)c2cc(C)on2)s1	0.01	i
COC(=O)/C(NC(C)=O)=C(\C)c1ccc(Cl)cc1	1.39	i
COc1ccc(-c2csc(NC(=S)NC(=O)c3ccco3)n2)cc1Br	-0.17	i
FC(F)(F)c1ccncc1-c1nnnn1-c1ccc(Cl)cc1	1.38	i
CCOc1cc(CNC2CCCC2)c(Cl)cc1OCC(=O)Nc1ccccc1	-4.47*	i
CC1(C)C(=O)OC(c2cc(Br)ccc2O)C(C)(C)C1=O (stereo not given)	-2.59	i
CN(CC(=O)Nc1ccccc1Sc1ccccc1)Cc1nc2ccccc2c(=O)[nH]1	-1.94	i
O=C1C(=O)N(Cc2cccs2)c2ccccc21	-0.71	i
CCOc1ccc(C(=O)CC(Sc2ccc(C)cc2)C(=O)O)cc1 (stereo not given)	-0.51	i
COc1cccc(OCc2cc(C(=O)N3CCN(C)C(c4ccccc4)C3)no2)c1 (stereo not given)	-1.8	i
COc1cc(/C=C/C(=O)O)cc(S(=O)(=O)N(C)CCO)c1OC	1.17	i
Fc1cnc(N2CCc3ccccc32)nc1N1CCc2ccccc21	-2.26	i
Cc1ccc(NC(=O)C2CCN(S(=O)(=O)c3ccc4c(c3)OCCCO4)CC2)nc1	0.43	i
CCC(C)(C)NC(=O)C(c1ccncc1)N(Cc1ccc(C)cc1)C(=O)c1csnn1 (stereo not given)	-1.25	i
CCOC(=O)Cn1c(=O)c(-c2cc(Br)ccc2N)nc2ccccc21	-0.09	i
COc1cccc(OC)c1C(=O)NNC(=O)c1ccccc1-n1cccc1	1.72	i
COc1ccc(S(=O)(=O)NCc2ccccc2)cc1Br	1.2	i
CC1(C)CC(=O)C2=C(C1)OC(N)=C(C#N)C21C(=O)N(Cc2ccccc2Cl)c2ccccc21 (stereo not given)	-1.45	i
COc1ccccc1CNC(=O)CN(c1ccc(C)cc1)S(=O)(=O)c1c(C)n[nH]c1C	-0.8	i
COc1ccccc1CC(=O)N1CCCc2ccccc21	-1.21	i
Cc1ccccc1N1C(=O)c2ccccc2C1Nc1cccnc1 (stereo not given)	-0.69	i
O=C1CCC(=O)N1CNc1cccnc1	1.07	i
CC(C)(C)S(=O)(=O)c1nc2ccccc2s1	1.84	i
CN(C)c1ccc(N=Nc2cccc(F)c2)cc1	-0.13	i
CCCCCCn1cnc2c(c1=O)c1nc3ccccc3nc1n2Cc1cccs1	1.1	i
CCCCCc1c(C)c(C#N)c2nc3ccccc3n2c1-n1ccnc1C	-0.03	i
O=C(NCC1COc2ccccc2O1)C1CCC(CNc2c(N3CCCCC3)c(=O)c2=O)CC1 (stereo not given)	·	i
CCOC(=O)C1CCCN(S(=O)(=O)c2c(C)noc2C)C1 (stereo not given)	-0.21	i
CC1CCN(S(=O)(=O)c2ccc(C(=O)Nc3sccc3C(N)=O)cc2)CC1	0.04	i
O=C(NCCCn1ccnc1)c1ccc(S(=O)(=O)Nc2ccccc2)cc1	-0.45	i
COc1ccc(N(C(=O)CNC(=O)c2cccs2)C(C(=O)NCC2CCCO2)c2ccccc2)c(OC)c1 (stereo not given)	-1.05	i
S=c1[nH]nc(-c2ccncc2)n1/N=C/C=C/c1ccccc1	1.78	i
COc1cccc2cc(C(=O)NCCN3CCOCC3)oc12	-1.3	i
COCCNC(=O)c1ccc(NC(C)=O)cc1	-2.32	i

By substructure: the compounds so far with an aryl thioether with sulfur outside any ring.
SMILES	Kir21 block	CHT block
COC(=O)c1ccc(NC(=O)CSc2nncn2C)cc1	-1.84	i
COCCn1c(SCC(=O)N2CCCC2)nnc1C(C)C	0.29	i
CN(CC(=O)Nc1ccccc1Sc1ccccc1)Cc1nc2ccccc2c(=O)[nH]1	-1.94	i
CCOc1ccc(C(=O)CC(Sc2ccc(C)cc2)C(=O)O)cc1 (stereo not given)	-0.51	i

Following part
SMILES	Kir21 block	CHT block
CC1(C)CC(=O)C(=Cc2cn(-c3ccccc3)nc2-c2ccccc2)C(=O)C1	0.86	i
Cc1ccc(C)c(NS(=O)(=O)c2ccc(NC(=O)CSc3ccc(Cl)cc3)cc2)c1	0.5	i
CCOC(=O)c1cnn(-c2ccccc2)c1NC(=O)CSc1nnc(-c2cccs2)n1CC	0.77	i
Cc1ccc(C)c(N(C(=O)c2snc(C(N)=O)c2N)C(C(=O)NCC2CCCO2)c2cccs2)c1 (stereo not given)	-1.47	i
Cc1ccc2[nH]c(O)c(N=NC(=O)CCc3ccccc3)c2c1Br	0.9	i
O=C(Nc1ccccn1)c1ccc(S(=O)(=O)c2ccc(Cl)cc2)cc1	-0.02	i
CC(C)[C@H](NC(=O)c1ccccc1Cl)C(=O)OCc1cc(=O)n2cc(Br)ccc2n1	0.6	i
COc1ccc(/C(C)=N\Nc2nc(-c3ccccc3)cc(=O)[nH]2)cc1	-0.13	i
CCCC(=O)Nc1ccc(S(=O)(=O)Nc2cc(C)nc(C)n2)cc1	1.08	i
CC(C)n1nnnc1SCC(=O)Nc1ccccc1N1CCOCC1	-1.77	i
O=C(N/N=C/c1cccnc1)c1cc(C2CC2)nc2ccccc12	-1.82	i
N#Cc1c(N)nc2c(c1-c1cccnc1)CCCCC2	0.2	i
Cc1ccc(NC(=O)CCC(=O)OCC(=O)c2ccc(Oc3ccc([N+](=O)[O-])cc3)cc2)cc1C	0.76	i
CSc1ccc(CN(C)C(=O)c2cc(=O)[nH]c3ccccc23)cc1	-2.8	i
O=c1c2ccccc2sn1-c1ccc(S(=O)(=O)N2CCCCC2)cc1	-0.14	i
COc1ccc2nc(NC(=O)c3ccccc3O)sc2c1	-0.11	i
Clc1ccc(/C=N/Nc2nc(Cl)nc3ccccc23)cc1	-2.71	i
c1ccc2oc(NC3=NCN(C4CCCCC4)CN3)nc2c1	0.13	i
CCOC(=O)/C(=N\Nc1ccccc1Cl)N(C)C1CCS(=O)(=O)C1 (stereo not given)	-3.2	i
C/C(CC1CC(C)(C)OC1=O)=N\NC(N)=S (stereo not given)	-1.03	i
CC(=O)C1=C(O)C(=O)N(c2ccc(S(=O)(=O)Nc3nccs3)cc2)C1c1ccc(F)cc1 (stereo not given)	1.23	i
O=C(CN1N=C(c2ccccc2)CCC1=O)NCc1cccs1	-1.64	i
O=C(c1ccco1)N1CCN(Cc2c(Cl)cccc2Cl)CC1	0.48	i
C=CCNC(=S)NCc1ccccc1OC	0.41	i
O=C(N/C(=C\c1ccccc1)C(=O)N1CCOCC1)c1ccccc1Br	0.04	i
CC1C(=O)CCN(C(C)(C)C)C1C (stereo not given)	0.14	i
CCOC(=O)C1CCN(C(=O)CSc2ccc(Br)cc2)CC1	1.38	i
Cc1ccc2c(c1)N(CCC(=O)NCC1CCCO1)C(=O)CO2 (stereo not given)	0.05	i
COc1ccccc1OCCNC(=O)c1cc(F)c(F)cc1Cl	-0.19	i
COc1ccc(CSc2nnc(CNS(C)(=O)=O)o2)cc1	0.36	i
Cn1nc(C(F)(F)F)c(-c2ccc(Br)cc2)c1NC(=O)C1CCC1C(=O)O (stereo not given)	1.21	i
COC(=O)[C@@]12CCCCN1[C@H](c1ccc(-c3ccc(F)cc3)cc1)[C@@H]1C(=O)N(C)C(=O)[C@@H]12	1.06	i
Cc1ccc(Cl)c(NC(=O)COC(=O)CNS(=O)(=O)/C=C/c2ccccc2)c1Cl	-0.02	i
C/C(=N/NC(=O)c1cc(C2CC2)[nH]n1)c1cccs1	0.85	i
COc1ccccc1C(OC(=O)c1ccco1)C(=O)NCc1ccc(F)cc1 (stereo not given)	-0.34	i
C=CCc1cccc2cc(C(=O)NCc3cccnc3)c(=O)oc12	1.33	i
Cn1cc(CNC(=O)C2CCC(=O)N(Cc3ccccc3F)C2)cn1 (stereo not given)	-0.86	i
Cc1cc(C(=O)Nc2ccc(Nc3ccccc3)cc2)ccc1[N+](=O)[O-]	0.43	i
O=C(CCNS(=O)(=O)/C=C/c1ccccc1)NCCc1c[nH]c2ccccc12	0.59	i
CCOC(=O)N1CCN(C(=O)COc2ccc3ccccc3c2Br)CC1	-0.76	i
O=C(O)CCC(=O)N1CCN(c2ncccn2)CC1	-1.9	i
Cn1c(C(=O)O)c(CC(=O)NCC2COc3ccccc3O2)c2ccccc21 (stereo not given)	2.11	i
COc1ccc(C2C(C(C)=O)=C(C)Nc3ncnn32)cc1 (stereo not given)	-0.34	i
CCc1ccccc1NC(=O)c1cc2sccc2n1C	-0.89	i
Cc1cc2c(cc3c(=O)n(CC(=O)NCCCN4CC(C)CC(C)C4)ncn32)s1 (stereo not given)	0.24	i
Cn1c(SCc2ccccc2C#N)nc2ccccc2c1=O	0.6	i
COc1ccccc1CNC(=O)N/C=C/c1ccc(Cl)cc1	0.98	i
COc1cccc(NC(=O)CN(C)CC(=O)NC(C)c2ccccc2)c1 (stereo not given)	-2.72	i
COc1ccc(NC(=O)CSc2nnc(-c3ccccn3)n2N)c(OC)c1	1.23	i
COc1ccc(NC(=O)COC(=O)CC23CC4CC(CC(C4)C2)C3)c([N+](=O)[O-])c1	0.04	i
CNS(=O)(=O)c1ccc(OC)c(-c2nnc3c4ccccc4c(C)nn23)c1	-0.05	i
Cc1ccc(S(=O)(=O)c2nnn3c2nc(N2CCN(c4ccccn4)CC2)c2ccccc23)cc1	-0.17	i
Cc1ccccc1-n1c(SCC(=O)N2CCC(C(=O)O)CC2)nnc1-c1ccncc1	-0.05	i
CCOC(=O)CN(Cc1ccccc1)C(=O)OC(C)(C)C	-2.17	i
Cc1cccc(N2CCN(Cc3nc(-c4cccc(Oc5ccccc5)c4)oc3C)CC2)n1	0.85	i
CCc1ccccc1NC(=O)CSc1nnc([C@@H]2CCCN2C(=O)OC(C)(C)C)o1	-0.51	i
Nc1nc(-c2cccnc2)nn1C(=O)Cc1ccccc1	1.94	i
CCN1C(=O)[C@@H]2[C@H](C1=O)[C@@H]1C(=O)Nc3ccccc3C(=O)N1[C@@H]2c1ccccc1	1.66	i
Cn1c(CCNC(=O)c2ccc(Cl)c(Cl)c2)nnc1SCc1ccc(Cl)c(Cl)c1	0.99	i
Cc1ccc(NS(=O)(=O)c2cccc([N+](=O)[O-])c2)nc1	-0.81	i

Rewritten with two lines to a compound: 2 of the compounds above
The line under a structure holds: Kir21 block, CHT block
COc1ccc(NC(=O)CSc2nnc(-c3ccccn3)n2N)c(OC)c1
→ 1.23, i
Cn1c(CCNC(=O)c2ccc(Cl)c(Cl)c2)nnc1SCc1ccc(Cl)c(Cl)c1
→ 0.99, i

Other records
SMILES	Kir21 block	CHT block
COc1ccc(NC(=O)COc2ncnc3ccccc23)cc1S(=O)(=O)N1CCOCC1	0.1	i
CC(=O)Nc1ncnc2c1c(-c1ccc(Cl)cc1)nn2C(C)(C)C	0.74	i
CCOc1ccccc1NS(=O)(=O)c1ccc2c(c1)n(C)c(=O)c(=O)n2C	0.55	i
CCOC(=O)/C=C1\SCC(=O)N1CC(=O)Nc1ccc(OC)c(OC)c1	0.43	i
Cc1cc(=O)n2c(n1)OC(CO)C2 (stereo not given)	0.22	i
O=C(CSCc1ccccc1Cl)NN=C1CCCCCC1	-0.13	i
O=C1CC(N2CCC(c3nc4ccccc4[nH]3)CC2)C(=O)N1c1cccc(F)c1 (stereo not given)	-1.11	i
C=CCn1c(SCC(=O)c2c(N)n(C)c(=O)n(C)c2=O)nc2sc(C)c(C)c2c1=O	0.82	i
CCOC(=O)c1c(/N=C/N(C)C)sc(C)c1C	0.43	i
COCCn1c(=O)[nH]c2cc(C(=O)N3CCN(c4cccc(Cl)c4)CC3)ccc2c1=O	1.76	i
O=C(NCc1ccco1)c1cc(Cl)nc(Cl)c1	-0.91	i
O=C(c1ccccc1N(Cc1ccccc1)S(=O)(=O)c1ccccc1)N1CCOCC1	-0.8	i
C/C(=N/NC(=O)c1ccc2c(c1)OCO2)c1ccc(Br)s1	-0.48	i

Rows were taken by chance; about 1.6% have a hit in one of these screens.
